Assay outcomes: PubChem BioAssay, several laboratories
Arrestin-AP2 inh: human beta-arrestin and AP2 interaction inhibition; inhibition, % at 10 µM; AID 504490; 340,000 tested, 0.31% active; FITC-arrestin peptide / GST-AP2 beads, flow cytometry; AP2 beta2 appendage carries R879A mutation;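 active = inhibition above a set limit, near 3 SD of compounds lacking own fluorescence, cut at about 54% in these data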;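 note: plate controls were DMSO wells for no effect and 5 µM unlabelled arrestin peptide for full effect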
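Measured by: flow cytometry, FL1 (488/535 nm); Material: AP2 appendage R879A on GSH beads; Evaluation: percent response; Timing: pre-incubation 12 min, peptide binding 1 h, room temperature; Also added: 50 nM FITC-arrestin peptide; Medium: PBS with 0.05% Tween 20 and 0.1% BSA.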
OPRM1-OPRD1 ag: OPRM1-OPRD1 heterodimerization agonism. cells, luminescence. activation, % at 9.3 µM. 340,000 tested, 0.3% active. AID 504326; in the data active = activation above about 18%;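 note: 0% = vehicle-treated cells and 100% = reference agonist; values of inactives mirror those of a sister screen read the other way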
Target sequence (P35372 whole entry, looked up): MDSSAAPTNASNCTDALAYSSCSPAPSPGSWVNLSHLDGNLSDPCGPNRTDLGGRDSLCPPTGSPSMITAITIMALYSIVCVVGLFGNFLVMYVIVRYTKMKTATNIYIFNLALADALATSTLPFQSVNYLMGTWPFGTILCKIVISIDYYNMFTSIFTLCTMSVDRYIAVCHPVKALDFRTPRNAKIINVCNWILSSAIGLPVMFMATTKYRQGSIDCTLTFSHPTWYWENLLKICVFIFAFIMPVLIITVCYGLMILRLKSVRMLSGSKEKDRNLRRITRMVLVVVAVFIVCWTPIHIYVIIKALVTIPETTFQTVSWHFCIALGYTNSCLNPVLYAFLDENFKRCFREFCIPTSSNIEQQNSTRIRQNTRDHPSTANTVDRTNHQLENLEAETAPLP
Target sequence (P41143 whole entry, looked up): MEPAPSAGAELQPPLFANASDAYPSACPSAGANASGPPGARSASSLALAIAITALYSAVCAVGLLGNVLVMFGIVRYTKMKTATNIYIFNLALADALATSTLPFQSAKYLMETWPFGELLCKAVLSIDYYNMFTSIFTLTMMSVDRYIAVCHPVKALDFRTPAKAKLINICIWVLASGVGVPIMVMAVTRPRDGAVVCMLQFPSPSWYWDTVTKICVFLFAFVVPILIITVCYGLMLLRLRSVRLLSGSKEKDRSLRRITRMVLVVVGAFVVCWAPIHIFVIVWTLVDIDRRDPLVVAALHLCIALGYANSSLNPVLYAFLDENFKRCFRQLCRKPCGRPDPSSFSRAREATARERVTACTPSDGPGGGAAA
DSG3 Ab inh: inhibitors of pemphigus antibody binding to human desmoglein-3; 310,000 tested, 0.48% active; DSG3-coupled beads, scFv-anti-DSG3-GFP binding, flow cytometry; hits give low values; binding (percent of control), % at 10 µM; P32926;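 active = binding more than 3 SD below its plate's average and above zero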;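 note: hits lower antibody fragment binding to DSG3; some compounds called inactive have numbers as strong as hits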
SUMO Mot1 rescue: blocks SUMOylation pathway, rescuing yeast Mot1-301 growth; growth rescue, % at 18.8 µM; AID 2716; S. cerevisiae Mot1-301 growth rescue, ATP luminescence, 38.5C; percent above DMSO median, 100 means doubled; 320,000 tested, 1% active;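 active = every valid replicate shows activation above 250% relative to neutral control wells; inactive = the rest, any valid replicate at or below 250%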;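 note: OY570 slx delta 5 strain wells were the positive control but not used for scaling; some compounds called inactive have numbers as strong as hits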
phage Ecoli inh: E. coli growth loss with phage present. inhibition, % at 11.9 µM. 360,000 tested, 0.26% active. growth absorbance; in the data active = inhibition above about 11%
PKA-R1A act: activates the PKA-R1A holoenzyme complex. PKA-R1A dissociation, Cy5-IP20 fluorescence polarization; scaled: DMSO 0%, 113 µM cGMP 100%. activation, % at 11.4 µM. 340,000 tested, 0.083% active. P00514+P68181. AID 504707;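 active = percent activation above the mean of all tested compounds plus 3 SD, cut at about 19% in these data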;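 note: higher means more PKAc released from R1A so a rise in polarization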
Tat transport: inhibitors of E. coli Tat protein transport | 340,000 tested, 0.036% active | inhibition, % at 10 µM | E. coli MC4100 TorA-mCherry Tat export, fluorescence | AID 488895;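 active = mean replicate inhibition at least 50% and at least half of replicates individually reaching 50%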;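 note: exported cargo escapes ClpAP degradation while cytoplasmic cargo is degraded and loses fluorescence; 0% = median of neutral control wells and 100% = median of NaSCN control wells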
AddAB inh: less growth of phage-infected E. coli with AddAB. inhibition, % at 11.9 µM. E. coli expressing H. pylori AddAB, absorbance growth. 330,000 tested, 0.29% active. AID 435030; in the data active = inhibition above about 12%;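 note: 0% = vehicle wells of infected cells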
PfHsp90 set2: growth inhibition of yeast expressing Plasmodium Hsp90; S. cerevisiae expressing PfHsp90, BacTiter-Glo ATP, 48 h; yeast lacking PDR1 and PDR3 efflux regulators; inhibition, % at 9.4 µM; 310,000 tested, 0.32% active;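 active = every replicate shows inhibition above about 80%, whatever the replicate mean, limit read from the data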;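 note: 0% = DMSO neutral controls and 100% = 20 µM radicicol positive controls; yeast relying on Plasmodium falciparum Hsp90 in place of its own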
E coli growth: reduces bacterial viability in AddAB counter-screen; E. coli V3065 growth, OD600 absorbance, 18 h; inhibition, % at 11.9 µM; 330,000 tested, 0.27% active; AID 449728;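 active = inhibition above the campaign's mean inhibition across all tested compounds plus 3 SD, cut at about 9.9% in these data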;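 note: uninfected addAB+ strain grown without phage in ampicillin broth; 0% = DMSO wells and 100% = ciprofloxacin 0.95 µg/ml wells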
MOR-DOR inv ag: mu-delta opioid heterodimer inverse agonism; P35372+P41143; inhibition, % at 9.3 µM; AID 504357; cell-based MOR-DOR heterodimer luminescence; 340,000 tested, 0.21% active; in the data active = inhibition above about 22%, passing the limit was not always enough;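 note: 0% = cells with DMSO and 100% = wells without cells with DMSO; values of inactives mirror those of a sister screen read the other way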
* = called active by the depositor; . = not tested or not shown; & = joins results of further samples.

canonical_smiles,Arrestin-AP2 inh,OPRM1-OPRD1 ag,DSG3 Ab inh,SUMO Mot1 rescue,phage Ecoli inh,PKA-R1A act,Tat transport,AddAB inh,PfHsp90 set2,E coli growth,MOR-DOR inv ag
Cc1ccc(N2CC(C(=O)Nc3cc(Cl)ccc3-n3cncn3)CC2=O)cc1 (centres undefined),-4,0.3,95,-24,3.8,0,-1,1.7,3,0.0,-2
O=C(NNC(=O)C1CCC1)c1ccccc1,35,-1.6,96,-3,1.3,-1,5,1.6,21,-1.4,6
CCN(CC)C(=O)Cn1c(=O)n(-c2ccccc2)c(=O)c2c3c(sc21)CCC3,5,0.2,.,11,1.7,6,-5,0.7,.,-0.2,-1
CC(Oc1ccccc1)C(=O)N=Nc1c(O)[nH]c2ccc(Br)cc12 (centres undefined),18,-1.2,91,1,2.8,-15,-7,3.9,12,1.5,7
C[C@H](NC(=O)[C@H]1N2C(=O)c3ccccc3C2SC1(C)C)C(=O)N1CCCCC1 (some centres undefined),-16,-4.9,104,1,0.1,-8,-10,-0.6,12,-0.1,25
Cc1ccnc(NC(=O)CNC(=O)Cc2cccc3ccccc23)c1,-1,-3.6,102,6,-0.5,-7,-1,1.4,-29,1.8,19
Cc1sc(NC(=O)CS(=O)(=O)c2ccccc2)c(C(N)=O)c1C,-11,-0.3,93,-9,3.2,-16,-2,5.0,-7,-2.1,2
COc1ccc2oc(=O)c(C(=O)Nc3ccccc3-c3ccccc3)cc2c1,-8,-2.0,123,-25,2.2,5,-4&0,.,1,.,12
O=C(COC(=O)c1ccc([N+](=O)[O-])o1)Nc1ccc(N2CCOCC2)cc1,11,-2.3,.,21,1.1,-2,1,2.7,31,3.8,9
O=C(O)c1ccc(Nc2nc3c(s2)CCCC3)cc1,4,-1.8,84,17,3.6,-4,9,6.8,7,-0.4,11
CC1=NN(C(=O)CCc2ccccc2)C(O)(c2ccncc2)C1 (centres undefined),10,-1.4,107,-4,4.6,-6,-11,0.3,-4,1.0,7
O=C(O)c1cnn(-c2nc(-c3cccc(F)c3)cs2)c1C(F)(F)F,0,-3.8,81,-10,1.8,-2,3,2.2,-22,0.5,19
COc1ccc(N2CCN(C(=O)Cc3cccs3)CC2)cc1,4,-0.7,88,101,2.7,-2,3,0.6,14,-3.9,4
Cc1[nH]c(C)c(S(=O)(=O)N2CCC(C)CC2)c1C(=O)N1CCCC1,26,-2.2,98,15,1.9,-3,-8,0.7,-15,-2.9,12
COc1ccc(C(C)(C)C)cc1NC(=O)CCN1C(=O)NC(C)(C)C1=O,-12,-2.3,111,14,1.1,-5,-15,-0.5,-2,2.6,9
CC(=O)CNc1ccc(S(=O)(=O)N/N=C/c2ccccc2)cc1,19,-1.7,102,0,0.3,-14,3,0.3,-11,-0.4,9
COC(=O)C1(CCSC)NC(c2ccc(O)c(OC)c2)C2C(=O)N(c3ccc(C)cc3)C(=O)C21 (centres undefined),26,-1.8,102,-10,3.6,3,1,3.9,-21,-1.3,9
Cc1cccc(/C=N/n2c(C)cc(C)c(C#N)c2=O)c1,-4,0.0,101,22,2.6,0,3,1.4,.,2.6,0
Cc1c(C(=O)N2CCCC2)c(S(=O)(=O)Nc2ccccc2)c(C)n1C,41,0.0,.,-2,2.5,4,1,2.5,-28,-2.5,0
COCC(=O)Nc1cc(C)cn(Cc2cccc(C(F)(F)F)c2)c1=O,1,-0.6,135,-8,-0.5,-18,4,1.4,-10,0.4,3
S=C1NCN(CCc2ccccc2)CN1,3,.,99,17,-0.6,.,-1,-1.9,13,-4.6,.
Cc1ccc(S(=O)(=O)Nc2cc3c4c(c2)CCN4C(=O)CC3)cc1,36,-0.1,90,1,2.7,-5,3,0.3,.,1.3,1
Cc1nc(NC(=O)c2c(-c3ccccc3)noc2C)sc1C(=O)N(C)C,-3,-1.1,101,5,-1.6,1,-3,.,13,.,7
O=C(CN1CCN(c2ccccn2)CC1)N1c2ccccc2Sc2ccc(C(F)(F)F)cc21,10,0.9,98,3,-0.8,-13,18,-0.8,9,-3.7,-4

Grouped by structure, those above with an NH in an aromatic ring (two)
canonical_smiles,Arrestin-AP2 inh,OPRM1-OPRD1 ag,DSG3 Ab inh,SUMO Mot1 rescue,phage Ecoli inh,PKA-R1A act,Tat transport,AddAB inh,PfHsp90 set2,E coli growth,MOR-DOR inv ag
CC(Oc1ccccc1)C(=O)N=Nc1c(O)[nH]c2ccc(Br)cc12 (centres undefined),18,-1.2,91,1,2.8,-15,-7,3.9,12,1.5,7
Cc1[nH]c(C)c(S(=O)(=O)N2CCC(C)CC2)c1C(=O)N1CCCC1,26,-2.2,98,15,1.9,-3,-8,0.7,-15,-2.9,12

An excerpt from above in order of their number in Tat transport, smallest number first:
structure	Tat transport
CC1=NN(C(=O)CCc2ccccc2)C(O)(c2ccncc2)C1 (centres undefined)	-11
CC(Oc1ccccc1)C(=O)N=Nc1c(O)[nH]c2ccc(Br)cc12 (centres undefined)	-7
COc1ccc(N2CCN(C(=O)Cc3cccs3)CC2)cc1	3

Profiles, quoted from the list. Order of values: Arrestin-AP2 inh	OPRM1-OPRD1 ag	DSG3 Ab inh	SUMO Mot1 rescue	phage Ecoli inh	PKA-R1A act	Tat transport	AddAB inh	PfHsp90 set2	E coli growth	MOR-DOR inv ag
Shown for Cc1[nH]c(C)c(S(=O)(=O)N2CCC(C)CC2)c1C(=O)N1CCCC1 → 26	-2.2	98	15	1.9	-3	-8	0.7	-15	-2.9	12
Shown for CC(=O)CNc1ccc(S(=O)(=O)N/N=C/c2ccccc2)cc1 → 19	-1.7	102	0	0.3	-14	3	0.3	-11	-0.4	9
Shown for O=C(O)c1cnn(-c2nc(-c3cccc(F)c3)cs2)c1C(F)(F)F → 0	-3.8	81	-10	1.8	-2	3	2.2	-22	0.5	19
